TbMetRS inhib = T. brucei MetRS inhibitors, primary screen, biochemical, luminescence | methionyl-tRNA synthetase (Trypanosoma brucei brucei) | purified T. brucei MetRS, ATP depletion, Kinase-Glo luminescence | inhibition, % at 11.9 µM | 0.4% of 360,000 active | AID 624268, 2012;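 active = inhibition above a per-plate cutoff of the control wells' mean inhibition plus 3 SD, cut at about 5.5% in these data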;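 also: 0% = DMSO wells median and 100% = median of wells with control inhibitor compound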
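Test system – parasite MetRS enzyme · Reagent – substrates ATP, L-methionine and bulk Escherichia coli tRNA · Doses – 11.9 µM compound single dose, 0.9% DMSO · Times – 15 min enzyme-compound preincubation, 2 h reaction, 10 min detection, 25 °C · Signal – Kinase-Glo luminescence, ATP depletion format · Controls – DMSO-only wells as low control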
SUMO1 PPI mod = modulators of SUMO1 protein-protein interactions, primary screen, biochemical, uHTS; Small ubiquitin-related modifier 1 (Homo sapiens), P63165; SUMO1 binding to a labelled peptide, TR-FRET, 1 h; inhibition, % at 20 µM; 0.33% of 360,000 active; in the data active = inhibition above about 37%
Target sequence (P63165 whole entry, looked up): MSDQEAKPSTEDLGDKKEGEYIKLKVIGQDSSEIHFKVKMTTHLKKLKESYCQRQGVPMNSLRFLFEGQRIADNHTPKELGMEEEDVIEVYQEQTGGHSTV
CSN inh = inhibitors of CSN-mediated cullin deneddylation, primary screen, biochemical, fluorescence polarization, uHTS | COP9 signalosome complex subunit 5 (Homo sapiens), Q92905 | Purified CSN, SCF-Nedd8-OG deneddylation | inhibition, % at 12.5 µM | 0.38% of 360,000 active | AID 651999, 2013;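 active = pattern-corrected inhibition above about 35%, with an unprinted fluorescence ratio check between 0.5 and 1.5, limit read from the data, passing the limit was not always enough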;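 also: 0% = enzyme with substrate and 100% = substrate without enzyme; some results filed as inactive read as strong as hits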
Target sequence (Q92905 whole entry, looked up, one chain of several): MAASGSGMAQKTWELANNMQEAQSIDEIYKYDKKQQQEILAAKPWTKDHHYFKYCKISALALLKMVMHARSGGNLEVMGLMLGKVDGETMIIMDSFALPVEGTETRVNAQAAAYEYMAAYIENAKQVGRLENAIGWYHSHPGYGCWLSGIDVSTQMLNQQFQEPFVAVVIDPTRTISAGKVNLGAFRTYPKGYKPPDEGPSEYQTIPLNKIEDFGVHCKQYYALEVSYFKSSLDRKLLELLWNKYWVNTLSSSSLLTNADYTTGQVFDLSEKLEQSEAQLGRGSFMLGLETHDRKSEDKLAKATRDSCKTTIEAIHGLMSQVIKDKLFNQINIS
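test system = HEK293T-derived human Csn5 enzyme | amount = 0.24 nM Csn5 enzyme, final concentration | medium = Tris/NaCl/DTT buffer, pH 7.5 | schedule = 90 min reaction at room temperature | signal = FP | evaluation = inhibition of Csn5 cleavage, % | compound dosing = single dose of 12.5 µM compound with 0.25% DMSO | probe or stimulus = 10 nM SCFSkp2-Nedd8OG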
Scp1 inh = Scp-1 phosphatase inhibitors, primary screen, biochemical, colorimetric, uHTS | Carboxy-terminal domain RNA polymerase II polypeptide A small phosphatase 1 (Homo … | inhibition, % at 20 µM | 0.88% of 340,000 active | Recombinant Scp1, phosphopeptide, malachite green phosphate absorbance;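 active = inhibition above about 50% at 20 µM, limit read from the data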;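 also: plate controls were DMSO wells with enzyme for no effect and wells lacking enzyme for full effect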
Target sequence (Q9GZU7 76-261 limits assumed): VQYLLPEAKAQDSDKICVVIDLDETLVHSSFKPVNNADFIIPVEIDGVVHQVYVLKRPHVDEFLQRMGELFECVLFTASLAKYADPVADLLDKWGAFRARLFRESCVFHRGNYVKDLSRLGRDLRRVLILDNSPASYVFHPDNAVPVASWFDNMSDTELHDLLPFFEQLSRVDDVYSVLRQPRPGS
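Test system: SCP-1 catalytic domain; Buffer or medium: Acidic Tris acetate buffer with magnesium and detergent; Also added: Phosphorylated 17-residue peptide substrate; Compound: single 20 µM dose, 1% DMSO; Schedule: enzyme reaction 45 min at room temperature, colour 5 min, stabilisation 30 min; Signal: Phosphate-binding colour reagent, absorbance read at 630 nm.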
MsrA inhibitor = bovine MsrA enzyme inhibitors, primary screen, biochemical, absorbance, HTS. Methionine sulfoxide reductase A (Bos taurus). purified bovine MsrA, absorbance read-out. inhibition, % at 15.5 µM. 0.75% of 360,000 active; in the data active = inhibition above about 4.5%;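 also: 0% = vehicle wells with enzyme and 100% = reference inhibitor wells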
DNMT1 block = human DNMT1 methyltransferase inhibitors, primary screen, biochemical, molecular beacon, fluorescence, HinP1I cleavage, uHTS; DNA (cytosine-5)-methyltransferase 1 (Homo sapiens), P26358; inhibition (reported as % activation of signal), % at 10 µM; 0.83% of 360,000 active; in the data active = inhibition above about 50%
LMPTP inh = LMPTP phosphatase inhibitors, primary screen, biochemical, fluorescence intensity, uHTS; Low molecular weight phosphotyrosine protein phosphatase (Homo sapiens), P24666; recombinant LMPTP-A, OMFP fluorogenic substrate; inhibition, % at 20 µM; 0.22% of 360,000 active;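 active = compounds that cut the enzyme signal by at least half of the control window in the single-dose screen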;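 also: plate controls were DMSO wells with enzyme plus substrate for no effect and substrate without enzyme for full effect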
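material = LMPTP-A | quantity = 0.625 nM enzyme | reagent = OMFP substrate, 400 µM final | buffer or medium = Bis-Tris pH 6.0, DTT, detergent | detection = endpoint fluorescence intensity from OMFP dephosphorylation | dosing = single 20 µM dose | read-out basis = % inhibition relative to no-enzyme and uninhibited control wells | control set = no-enzyme and uninhibited controls | timing = 50 min at room temperature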
Rpn11 block = Rpn11 (PSMD14) deubiquitinase inhibitors, primary screen, biochemical, fluorescence polarization, uHTS | human 26S proteasome, Ub4-pepOG fluorescence polarization; 20S core pre-blocked with epoxomicin | calls only at 20 µM | 0.59% of 360,000 active;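 active = inhibition at 20 µM, scaled to each plate's controls, above about 33%, limit read from the data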
Target sequence (O00487 whole entry, looked up): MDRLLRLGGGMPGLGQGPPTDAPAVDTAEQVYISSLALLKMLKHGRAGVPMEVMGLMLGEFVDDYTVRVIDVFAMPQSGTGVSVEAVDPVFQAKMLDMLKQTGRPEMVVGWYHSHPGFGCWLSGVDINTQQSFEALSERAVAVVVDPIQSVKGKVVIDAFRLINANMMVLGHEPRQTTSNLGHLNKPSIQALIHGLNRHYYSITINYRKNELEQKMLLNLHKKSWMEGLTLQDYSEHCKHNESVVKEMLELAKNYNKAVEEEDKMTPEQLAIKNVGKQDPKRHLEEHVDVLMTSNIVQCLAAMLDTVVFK
STEP block = STEP phosphatase inhibitors, primary screen, biochemical, fluorescence intensity, uHTS; recombinant STEP, OMFP fluorogenic substrate; AID 588621, 2011; Tyrosine-protein phosphatase non-receptor type 5 (Homo sapiens), P54829; 0.25% of 360,000 active; inhibition, % at 20 µM;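 active = inhibition at 20 µM, scaled per plate between control wells, above about 37%, limit read from the data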;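 also: 0% = DMSO with enzyme and substrate and 100% = substrate only without enzyme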
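medium = Bis-Tris buffer pH 6.0, 2.5 mM DTT, 0.005% Tween 20 | test system = STEP (striatal-enriched tyrosine phosphatase) enzyme, cell-free | measure = normalized % inhibition | compound dosing = 20 µM, 1% DMSO | also added = 25 µM OMFP | schedule = reaction 20 min, ambient temperature | measured by = fluorescence read at 480 nm ex / 540 nm em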
NadD block = inhibitors of S. aureus NadD, primary screen, biochemical, colorimetric, uHTS. inhibition, % at 20 µM. AID 602399, 2012. Nicotinate-nucleotide adenylyltransferase NadD (Staphylococcus aureus N315). 0.78% of 360,000 active. purified NadD enzyme, colorimetric absorbance read-out; in the data active = inhibition above about 26%; also: some compounds past the cut are filed as inactive
Active calls of the source: *; i = inactive; nt = not tested or not shown.

SMILES	TbMetRS inhib	SUMO1 PPI mod	CSN inh	Scp1 inh	MsrA inhibitor	DNMT1 block	LMPTP inh	Rpn11 block	STEP block	NadD block
O=C1NC(=S)N/C1=C/c1cccc([N+](=O)[O-])c1O	0.0	-19	1	-4	-0.3	1	2.3	i	3	-1
Cc1ccc(CNC(=O)COC(=O)C2CC2)cc1	-0.4	1	-3	-10	0.0	4	-1.3	i	0	-3
C=CCN(CC=C)c1cnn(-c2nc3ccccc3[nH]2)c(=O)c1Cl	-0.1	-13	4	-4	2.4	-1	0.4	i	-1	-4
CC(NC(=O)NCC1CCCO1)(C(F)(F)F)C(F)(F)F (configuration not stated)	1.7	-1	-2	-2	0.1	5	-0.4	i	-5	-3
O=C(CN1CCCCCC1)Nc1ccc(Cl)cn1	-0.4	-3	0	-8	-1.1	18	-1.2	i	-4	7
CC(C)(C)OC(=O)C1C(=O)CC(C)(O)C(C(=O)OC(C)(C)C)C1c1ccco1 (configuration not stated)	-0.5	-2	-3	-7	0.2	0	-1.0	i	-2	-4
CCOc1ccc(-c2nc(=S)[nH][nH]2)cc1	-0.8	3	-3	-1	-0.6	1	1.2	i	0	-3
Cc1cc(NC(=O)CSc2nnc(C(F)(F)F)n2C)no1	-0.4	4	0	-7	1.0	4	-0.2	i	-3	5
O=C(CN1C(=O)NC2(CCOc3ccccc32)C1=O)NCCc1ccccc1 (configuration not stated)	0.4	-1	-2	-2	0.6	0	-0.1	i	2	0
C=CCc1ccc(OCC(O)CN2CCN(c3ccccc3)CC2)c(OC)c1 (configuration not stated)	-0.7	3	-3	-10	-1.0	-11	0.6	i	3	-3
Cc1coc2cc3oc(=O)c(CCC(=O)NCCCn4ccnc4)c(C)c3cc12	-1.6	3	-1	1	0.4	-1	3.6	i	-3	7
Cc1c(CCOC(=O)c2ccc(Cl)cc2Cl)sc[n+]1CC(=O)c1ccccc1	-0.2	-14	2	4	1.0	-3	1.8	i	2	15
Cc1nnsc1NC(=O)OCC(C)C	0.0	2	5	-8	0.6	2	-0.2	i	-5	-3
Cc1ccc2nc(N3CCN(C(=O)c4ccco4)CC3)sc2c1	-0.5	3	3	-3	0.7	1	-0.8	i	-1	-3
Cc1ccc(-n2c(-c3cccnc3)n[nH]c2=S)c(C)c1	-1.5	3	1	2	1.0	4	-1.5	i	-1	1
CCOCCc1nnc(NC(=O)C2CC(=O)N(CCc3ccc(F)cc3)C2)s1 (configuration not stated)	-0.1	15	2	-5	-1.2	1	-0.1	i	3	-1
CCNC(=S)Nc1ccc(C)c(S(=O)(=O)Nc2ccccc2OC)c1	-0.8	0	-1	-6	-0.9	0	2.0	i	-3	-6
Nc1nc(SC2c3cccc4cccc(c34)C2NS(=O)(=O)c2ccccc2)n[nH]1 (configuration not stated)	-0.4	-8	-15	-7	0.5	-10	0.7	i	-1	1
O=C(COC(=O)c1ccc(Cl)c(S(=O)(=O)N2CCCCC2)c1)NCc1ccco1	-0.1	8	1	71*	0.6	11	1.4	i	-3	5
CC(C)[C@H](N)c1nnc(SCC(=O)c2ccc(Cl)cc2)o1	-0.8	-10	0	-6	0.2	11	-0.9	i	-1	-7
CN(c1cccc(NC(=O)CN(c2ccc(F)cc2)S(C)(=O)=O)c1)S(C)(=O)=O	-0.9	0	-8	2	0.4	1	2.0	i	2	0
CC(=O)Nc1cncc(-c2ccccc2CO)n1	-0.1	4	-3	nt	0.2	1	-1.2	i	2	-3
COc1cccc(N2CC(NC(=O)c3ccc4ccccc4c3)CC2=O)c1 (configuration not stated)	-0.1	-17	-1	-9	-1.1	-2	0.2	i	0	-3
CCCS(=O)(=O)c1nc(S(=O)(=O)c2ccc(C)cc2)c(N2CCc3ccccc3C2)s1	0.2	-1	-6	-10	0.2	-1	2.1	i	11	0
CCCCSc1nc2sc3c(c2c(=O)n1-c1ccc(OC)cc1)CCN(C)C3	-0.2	-21	5	-3	-0.1	1	5.8	i	4	11

In the list so far, 5 contain two or more sulfur atoms.
SMILES	TbMetRS inhib	SUMO1 PPI mod	CSN inh	Scp1 inh	MsrA inhibitor	DNMT1 block	LMPTP inh	Rpn11 block	STEP block	NadD block
CCNC(=S)Nc1ccc(C)c(S(=O)(=O)Nc2ccccc2OC)c1	-0.8	0	-1	-6	-0.9	0	2.0	i	-3	-6
Nc1nc(SC2c3cccc4cccc(c34)C2NS(=O)(=O)c2ccccc2)n[nH]1 (configuration not stated)	-0.4	-8	-15	-7	0.5	-10	0.7	i	-1	1
CN(c1cccc(NC(=O)CN(c2ccc(F)cc2)S(C)(=O)=O)c1)S(C)(=O)=O	-0.9	0	-8	2	0.4	1	2.0	i	2	0
CCCS(=O)(=O)c1nc(S(=O)(=O)c2ccc(C)cc2)c(N2CCc3ccccc3C2)s1	0.2	-1	-6	-10	0.2	-1	2.1	i	11	0
CCCCSc1nc2sc3c(c2c(=O)n1-c1ccc(OC)cc1)CCN(C)C3	-0.2	-21	5	-3	-0.1	1	5.8	i	4	11

(further entries)
SMILES	TbMetRS inhib	SUMO1 PPI mod	CSN inh	Scp1 inh	MsrA inhibitor	DNMT1 block	LMPTP inh	Rpn11 block	STEP block	NadD block
COc1ccc(-n2nnc3c(SCC(=O)Nc4ccccc4F)ncnc32)cc1	-1.1	0	-7	-5	-0.7	0	-0.9	i	2	-2
CCOc1ccc(C(C)=O)cc1N1C(=O)C2C(C1=O)C1C=CC2C12CC2 (configuration not stated)	-0.3	-5	7	-8	1.2	1	-1.8	i	-2	5
CCN(CC)c1ccc(/C=C/C(=O)C2C(=O)C=C(C)OC2=O)cc1 (configuration not stated)	-1.1	-30	-93	-1	-0.2	7	6.0	nt	-56	11
CN(CC(=O)Nc1ccc(Cl)c(Cl)c1)CC(=O)N1CCCCCC1	0.2	-5	0	nt	0.2	5	0.4	i	-2	1
COc1ccc(CCNC(=O)Cc2ccc(OC)c(OC)c2)cc1OC	-1.1	1	-1	15	0.4	-6	-0.9	i	2	9
O=C1c2ccccc2C(=O)N1CCCCN(C(=O)c1cc([N+](=O)[O-])cc([N+](=O)[O-])c1)c1ccc(Cl)cc1	-0.6	-10	2	-8	0.0	4	4.1	i	-1	1
CCN1C(=O)C(C(=O)c2ccccc2)SC1=S (configuration not stated)	-0.1	-13	4	-2	nt	-4	0.7	i	5	-2
Cc1cc(C)cc(NS(=O)(=O)c2ccc(F)cc2)c1	-0.2	4	0	-19	0.6	3	-0.8	i	-1	-5
CCCCC(=O)N1CC2(C)CN(C(=O)CCCC)CC(C)(C1)C2=O	-0.2	3	1	-2	-0.8	3	-1.3	i	-5	0
Cc1ccc(C(=O)N[C@@H](C)CN2C3=NC[C@H](C(C)C)N3C[C@H]2Cc2ccc(O)cc2)cc1Br	-0.3	2	0	8	-1.0	21	-0.9	i	-1	-3
CC1=CC2(O)OCCN(CCO)C2=CC1=O (configuration not stated)	0.5	3	-3	12	-0.7	7	1.0	i	-1	2
CCOCc1nnc(NC(=O)CCC2CCCCC2)s1	-1.1	2	1	-8	-0.9	1	-1.2	i	0	-6
COc1ccccc1NC(=O)CSc1nnnn1-c1ccc(F)cc1	-1.2	-1	1	-3	-1.3	0	-1.0	i	-1	-11
Cc1ccc(N=c2sc(C)c(C)n2C)cc1	0.3	-3	-2	-9	0.8	-1	0.3	i	1	-2
CC(C)Oc1cccc(C(=O)Nc2ccccc2N2CCOCC2)c1	-0.4	3	-1	-5	-0.3	-5	1.8	i	0	6
CC1(C)Cc2c(sc(NC(=O)c3ccc(S(=O)(=O)N4CCCCCC4)cc3)c2C#N)C(C)(C)N1	-0.1	-4	5	-8	0.4	1	0.7	i	1	-1
COc1ccc(-n2nnnc2SCC(=O)c2ccc(OC)c(OC)c2)cc1	-0.3	-4	5	-10	1.8	-7	0.2	i	-1	-13
CCCCn1c(N)c(N(CCOC)C(=O)c2cc(-c3ccc(C)cc3)nc3ccccc23)c(=O)[nH]c1=O	0.2	0	-8	-6	2.3	-2	-1.3	i	0	4
Cc1[nH]c(C)c(S(=O)(=O)NCc2ccc(F)cc2)c1C(=O)N1CCCC1	-1.0	-2	4	6	-0.9	1	-1.8	i	2	-8
O=C(Nc1nccs1)c1ccc(S(=O)(=O)c2ccccc2)cc1	-0.5	0	-6	-6	1.4	8	-1.8	i	-1	1
COc1cccc(-n2nc(C(N)=O)c(O)cc2=O)c1	-0.9	3	-16	-1	-0.5	2	0.1	i	2	1
Cc1ccc(C)c(NC(=S)NC(C)C(c2cccs2)N2CCOCC2)c1 (configuration not stated)	-0.9	2	-7	-7	-0.4	3	-0.5	i	-3	-4
O=C(NC1CS(=O)(=O)CC1NCc1ccco1)c1ccccc1 (configuration not stated)	0.2	4	-2	0	1.9	-2	-0.7	i	-4	0
O=c1c2c(nc3cc(-c4cccc(Cl)c4)[nH]n13)CCCC2	-0.4	6	-3	2	0.8	0	2.6	i	1	5
CC(=O)Nc1ccc(NC(=O)C2CCCN(c3ncccn3)C2)cc1 (configuration not stated)	-1.0	0	1	-8	1.0	-2	-1.4	i	-3	4
Cc1ccc(S(=O)(=O)NCCN2CCOCC2)c(C)c1C	-0.7	0	0	1	-0.7	0	-0.4	i	2	-3
C=CCc1cccc2cc(C(=O)NCc3cccnc3)c(=O)oc12	-0.6	-19	5	-4	0.2	2	52*	i	1	23
CCN(CC)CCCNC(=O)c1ccc2c3n(nc2c1)-c1ccc(Cl)cc1CO3	-0.2	-38	0	-6	-0.3	3	1.3	i	1	-1
COc1ccc(OC)c(C(=O)CSc2nc3ncccc3[nH]2)c1	-0.4	-3	1	-1	-0.4	2	-2.1	i	-1	0

Hits appear at their usual frequency; about 3.9% have a hit in one of these screens.
